# SW480 rereplic: DNA re-replication induction in SW480 cells. SW480 DNA re-replication, Hoechst DNA content imaging, 48 h. Potency, µM (top dose mostly 46.1 µM), for the others: at the top dose re-replication activation, most hits filed as activators. 340,000 tested, 1.8% active. AID 624297; further: potency means the concentration at half of the fitted maximal effect; % of control where 0% means no effect; nearly all actives have a fitted effect of over 55% in size
#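 First, 250 cells per well were seeded. Next, compound or vehicle (23 nL) was pinned in, plates sat 48 hr at 37 C. Finally Hoechst was added for 40 min before fluorescence scanning.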
# MCF10A rereplic: induces DNA re-replication in MCF 10a normal breast cells. MCF 10A DNA re-replication, Hoechst nuclear intensity, 48 h. AID 624296. Potency, µM (top dose mostly 46.1 µM), inactives show at the top dose activity, positive = re-replication, actives largely listed as activators. 350,000 tested, 2.9% active; further: potency means the concentration at half of the fitted maximal effect; % of control where 0% means no effect; nearly all actives have a fitted effect of over 50% in size
# ATXN2 expr inh: reduces ATXN2 reporter expression in HEK-293 cells | HEK-293 ATXN2-luciferase reporter, luminescence, 24 h | Potency, µM (titrated, usually from 57 µM), without a hit: top-dose activity change, negative = inhibition, hits mostly inhibitors | 360,000 tested, 0.72% active | AID 1745845; further: potency means the concentration at half of the fitted maximal effect; on the % scale 0 is the no-effect control and ±100 the full control effect; nearly all actives have a fitted effect of over 55% in size
#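 qHTS (up to 57 uM final) was run with 24 h compound exposure of reporter cells at 37 °C. Each well was multiplexed: SteadyGlo luminescence measured ATXN2-luciferase expression after a fluorogenic Gly-Phe-AFC viability readout (25 uM final).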
# IL-1B inflam inh: blocks inflammasome-driven IL-1 beta release. THP-1 LPS/ATP IL-1B secretion, AlphaLISA, 16 h; hits give low values. activity change, % at 57.5 µM. 360,000 tested, 4.7% active. AID 743279; in the data active means activity change below about -50%; inconclusive means mostly about -30% to -49%; further: on the % scale 0 is the no-effect control and ±100 the full control effect
#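 Secreted IL-1B measured by AlphaLISA bead assay after 16 h compound exposure of THP-1 cells; compounds (final up to 57.5 uM) added 1 h before LPS (250 ng/mL) and ATP (1.25 mM) stimulation; lower signal means less secretion.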
# KB-3-1 cytotox: kills parental KB-3-1 adenocarcinoma cells; 400,000 tested, 1.4% active; Potency, µM (top dose mostly 46.1 µM), for the others: at the highest dose activity change, negative = cytotoxic, actives largely listed as cytotoxic; KB-3-1 viability, CellTiter-Glo ATP luminescence, 72 h; AID 1347075; further: potency means the concentration at half of the fitted maximal effect; on the % scale 0 is the no-effect control and ±100 the full control effect; nearly all actives have a fitted effect of over 60% in size
#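 Parental KB-3-1 viability, qHTS format: 72 h compound exposure, 37 °C; CellTiter-Glo; media-only wells and DMSO plates as controls; concentration-effect fits on corrected data.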
# HepG2 viability: counter-screen for TGF-b inhibitors: cytotoxicity in HepG2 cells; HepG2 CAGA-GFP viability, ATP luminescence, 18 h; Potency, µM (series often up to 46.1 µM), for the others: at the top dose activity change, negative = cytotoxicity, usual class: cytotoxic; 410,000 tested, 0.76% active; further: potency means the concentration at half of the fitted maximal effect; some results filed as inactive show a strong effect at the top dose
#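 HepG2 CAGA-GFP cells (1000/well, DMEM with 1% FBS) received compound, then TGF-beta at 500 pg/mL final, and were incubated 18 hours at 37 degrees C. Viability was read by CellTiter-Glo luminescence. Media-only wells were set as complete cell-killing and DMSO as no toxicity.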
# HT1080 IDH1KD tx: HT-1080 IDH1 knockdown cell toxicity (counter line) | HT-1080 IDH1 knockdown viability, ATP luminescence, 48 h | Potency, µM (top dose mostly 46.1 µM), for the others: at the top dose activity, negative = toxicity, usual class: cytotoxic | 360,000 tested, 2% active;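 further: potency means the concentration at half of the fitted maximal effect; 0% = DMSO wells and -100% = cell-free medium wells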
#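 Cytotoxicity counter-line: IDH1KD HT-1080, 48 h, CellTiter-Glo. Curves classed by r2, magnitude and activity.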
# ATXN viability: viability counter-screen for ATXN expression inhibitors. S2 cells (HEK-293 line with an ATXN2-luciferase reporter) viability, CellTiter-Fluor protease fluorescence, 24 h. Potency, µM (top dose mostly 56.7 µM), usual class: cytotoxic. 400,000 tested, 0.49% active. AID 651635; further: potency means the concentration at half of the fitted maximal effect; nearly all actives have a fitted effect of over 40% in size
# HT1080-NT tox: kills 2HG-producing HT-1080-NT fibrosarcoma cells; HT-1080-NT fibrosarcoma viability, CellTiter-Glo ATP luminescence, 48 h; 360,000 tested, 1.6% active; Potency, µM (top dose mostly 46.1 µM), for the others: at the highest dose activity, negative = less viability, usual class: cytotoxic; AID 686970;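 further: NT is the 2HG producing partner of a matched IDH1 knockdown line; potency means the concentration at half of the fitted maximal effect; 0% = DMSO-treated cells and -100% = media-only wells without cells; nearly all actives have a fitted effect of over 55% in size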
#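 750 cells/well, RPMI + 5% FBS; 2 h settle, compound pin-transfer, 48 h at 37 degrees C. CellTiter-Glo 10 min RT, luminescence. Normalized to DMSO and media-only wells.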
# * = called active by the depositor; i = inactive; ? = inconclusive; . = not tested or not shown; [ ] = another dose, or the depositor's remark. Unless noted, the call rests on the fitted dose curve; in most records, active means well fitted curve in the direction sought with a large enough effect; inconclusive means small, poorly fitted or top-dose-only effect, or another doubt; inactive means no such curve, though single readings can be large; an effect the other way counts as inactive or inconclusive.
Molecule,SW480 rereplic,MCF10A rereplic,ATXN2 expr inh,IL-1B inflam inh,KB-3-1 cytotox,HepG2 viability,HT1080 IDH1KD tx,ATXN viability,HT1080-NT tox
NN=C1c2ccccc2C(=O)C1C(=O)C(c1ccccc1)c1ccccc1 (stereo unspecified),4%,12µM*,1%,-2,-22%,-25%,-1%,i,-4%
O=C(C1CCN(S(=O)(=O)c2ccc(F)cc2)CC1)N1CCCC(C(F)(F)F)C1 (stereo unspecified),-9%,15%,-5%,2,2%,-1%,1%,i,2%
CCOC(=O)C1=C(C)N(C)C(C)=C(C(=O)OCC)C1c1ccncc1,2%,2%,4%,-9,-2%,-20%,-7%,i,-5%
COc1ccccc1N(C)S(=O)(=O)c1ccc(C(=O)NCCc2ccc(F)cc2)cc1,-4%,-2%,-7%,-16,-22%,0%,-19%,i,0%
Cc1cccc(NC(=O)CSc2nc(-c3cccc(C)c3)nc3c2Cc2c(CO)cnc(C)c2O3)c1,.,.,9%,.,15%,8%,.,i,.
N#Cc1cc(-c2ccccc2)nc(N2CCNCC2)n1,-8%,4%,-7%,-12,?,16%,0%,i,0%
COc1ccccc1-c1cc(C(F)(F)F)nc(S(=O)(=O)CCCC(=O)Nc2cc(Br)ccc2O)n1,.,.,53%[activator],.,8%,-28%,.,i,.
CCOC(=O)c1sc(Nc2nc3ccc(OC)cc3s2)cc1C,?,18µM*,10%,-13,-14%,-13%,?,i,?
Cc1ccc(NC(=O)c2cc(-c3ccccc3O)n[nH]2)cc1Cl,15%,1%,16%,-10,0%,16%,16%,i,20%
Cn1c(SCC(=O)NC2CC2)nnc1-c1ccccc1,-7%,-5%,-1%,24,6%,5%,8%,i,7%
CCCCCOC(=O)C1=C(C)NC(=O)NC1c1ccccc1OCC (stereo unspecified),-13%,3%,7%,-12,-1%,-32%,-24%,i,-23%
O=C(O)/C=C\C(=O)NC1CCCCC1,-9%,3%,5%,9,-16%,-19%,-6%,i,4%
CCOc1ccccc1NS(=O)(=O)c1c(-c2ccc(C)cc2)csc1C(=O)OC,.,.,-8%,.,?,-26%,.,i,.
Cc1cc(Cl)ccc1OCC(=O)NNC(=O)C1CCN(c2ncnc3sc(C)c(C)c23)CC1,-7%,?,.,28,-20%,-23%,?,i,?
COC(=O)c1cc(S(=O)(=O)N2CCN(c3ccc(C)cc3C)CC2)cn1C,.,.,-9%,.,8%,-4%,.,i,.
C=CC(=O)Nc1cccc(N(C)c2ccnc(Nc3ccc(N4CCN(C)CC4)cc3)n2)c1,?,15µM*,?,-100*,?,0%,?,16µM*,-19%
Cc1nc(SCC(=O)NCc2ccccc2)c2c(=O)n(C)c(=O)n(C)c2n1,-3%,2%,9%,20,-1%,5%,12%,i,?
COc1cccc(CCN2CCC(CNS(=O)(=O)c3cc(-c4cc(C)no4)ccc3OC)CC2)c1,?,24%,?,-12,?,-43%,?,i,?
O=C(COC(=O)/C=C/c1cccs1)Nc1cccc(S(=O)(=O)N2CCCC2)c1,?,-4%,1%,4,0%,-3%,14%,i,5%
Cc1ccnc(NC(=O)C2CCN(S(=O)(=O)c3cccc(C(F)(F)F)c3)CC2)c1,8%,6%,-3%,i,-4%,-6%,-3%,i,4%
C=CCn1c(SCC(=O)NC)nnc1C12CC3CC(CC(C3)C1)C2,-3%,1%,0%,22,-2%,-39%,-3%,i,3%
CCc1ccc(NC(=O)COC(=O)c2nc3nc(C)cc(C)n3n2)cc1,-8%,-9%,0%,-2,0%,1%,-12%,i,1%
CCOc1ccc(NC(=S)N2CCCCCC2)cc1,-1%,3%,29%,1,12%,1%,13%,i,14%
CCOC(=O)C1(CC2CC2)CCN(C(=O)c2cc(OC)nc3ccccc23)CC1,5%,0%,22%,-17,7%,-28%,0%,i,15%
Cc1ccc(OCC(=O)Nc2ccc([N+](=O)[O-])cn2)cc1C,-2%[9.22 µM],17%,5%,-18,19%,-22%,-1%,i,-3%
Cc1ccc(S(=O)(=O)Nc2ccccc2CNc2cccc(C)n2)cc1,70%,5%,5%,10,-17%,-21%,1%,i,-8%
Fc1cccc(F)c1-n1c(CN2CCOCC2)csc1=S,25%,1%,.,21,0%,-14%,2%,i,4%
CCCCN(C(=O)CCC(=O)Nc1cc(C)on1)C(C(=O)NC1CCCC1)c1ccc(OCC)cc1 (stereo unspecified),-12%,-4%,0%,-16,-1%,-4%,-11%,?,-20%
Cc1nn(Cc2ccccc2)c(Cl)c1C(=O)NCCc1ccccc1,-2%,?,7%,-16,-38%,-5%,-4%,i,-1%
CCCC(=O)Nc1ccccc1NC(=O)c1ccc2c(c1)OCO2,-66%,-23%,-1%,38,-3%,-24%,-11%,?,-9%
O=C(Cn1nnc(-c2ccc3c(c2)OCO3)n1)Nc1ccccc1C(=O)O,0%,?,30%[activator],16,.,-19%,-12%,i,1%
O=C(Cn1nnc(-c2ccc3c(c2)OCO3)n1)N1CCOCC1,3%,0%,8%,7,3%,-2%,14%,i,3%
COc1cc(C(C[N+](=O)[O-])c2c(C)cc3ccccn23)ccc1O (stereo unspecified),?,?,-13%,-97*,?,8%,9.2µM*,?,?
Cc1ccc(N=C2N=C(N)c3ccccc32)cc1C,5%,?,-24%,?,?,-50%,?,?,?
CCCCOc1ccccc1NC(=O)Cn1c(-c2cncs2)nc2ccccc21,.,.,11%,.,0%,-16%,.,i,.
Cc1ccc(NC(=S)Nc2ccc(F)cc2)cc1C,6%,10%,-3%,-58*,3%,-50%,0%,?,-3%
Cn1ccc(CC(=O)N2CCC(N3CCC(C(=O)N4CCCC4)CC3)CC2)c1,-5%,?,41%[activator],-9,-8%,24%,-1%,i,6%
Nc1c(Cl)c(Cl)nc(C(=O)OCC(=O)N2CCCC2=O)c1Cl,2%,3%,6%,13,-1%,-16%,6%,i,4%
Cc1ccc(CCN=c2c([N+](=O)[O-])nn(-c3ccccc3)n2O)cc1,0%,-2%,1%,?,-1%,-1%,5%,i,8%
COc1ccc(CCNC(=O)C2CCCN2C(=O)Nc2cccc(C(C)=O)c2)cc1OC (stereo unspecified),-1%,?,-7%,4,14%,-17%,9%,i,10%
CC(C)CC1(C2CCCC2)NC(=O)NC1=O (stereo unspecified),1%,-4%,-1%,8,-1%,-8%,?,i,0%
COc1ccc(C)cc1-n1cnc2sc(C)c(C)c2c1=O,.,.,.,-6,3%,-3%,-3%,i,-3%
Brc1ccc(-c2nn3c(-c4ccco4)nnc3s2)o1,-6%,0%,-1%,?,?,-1%,-3%,i,4%
Cc1nc(-c2cccc(NC(=O)c3ccc(-n4nccc4C)cc3)c2)cs1,-4%,?,?,-84*,?,-30%,-14%,?,-9%
COc1cc2c(cc1OC)C(c1cc(Br)c(OC)c(OC)c1)CC(=O)N2 (stereo unspecified),-9%,-7%,.,18,-10%,6%,-1%,?,-5%
Cc1ccc(NC(=O)CN2C(=O)NC(C)(CC(C)C)C2=O)c(Br)c1 (stereo unspecified),0%,1%,2%,-17,5%,-7%,-6%,?,0%
CCS(=O)(=O)NCCc1cc2ccc(C)cc2[nH]c1=O,9%,-3%,3%,-12,-3%,-34%,2%,i,-10%
Cc1ccc(C(=O)COC(=O)CNS(=O)(=O)c2ccc(C)cc2)cc1,-1%,2%,0%,2,.,-11%,2%,i,-2%
O=C(Cn1cc2c(n1)CCCCC2)NCCCN1CCOCC1,0%,-5%,0%,6,0%,-2%,0%,i,3%
C/C(=N/Oc1nc(C)cc(C)n1)c1ccccc1,0%,6%,23%,?,9%,-20%,2%,i,9%

# The list goes on:
Molecule,SW480 rereplic,MCF10A rereplic,ATXN2 expr inh,IL-1B inflam inh,KB-3-1 cytotox,HepG2 viability,HT1080 IDH1KD tx,ATXN viability,HT1080-NT tox
O=C(/C=C/[C@H]1O[C@@H](n2ccc(=O)[nH]c2=O)[C@H](O)[C@@H]1O)NCc1cccc2ccccc12,.,.,12%,-6,0%,2%,23%,i,26%
COc1ccccc1C(=O)Nc1ccnn1C1CCN(CCC(C)c2ccc(C)o2)CC1 (stereo unspecified),12%,8%,-10%,-13,6%,-16%,0%,i,-2%
COCCCNc1nc2c(-c3cccc(Br)c3)nnn2c2ccccc12,.,.,15%,.,-7%,-6%,.,i,.
Cc1ccc(NC(=O)c2cc(NC(=O)/C=C\C(=O)O)ccc2N2CCCCC2)cc1,-5%,-35%[inhibitor],-7%,-2,-1%,-39%,0%,i,1%
OCCC1CN(Cc2cccc3nccnc23)CCN1Cc1ccc(F)cc1 (stereo unspecified),-33%[inhibitor],3%,.,4,9%,29%,-8%,i,6%
CCCCNC(=O)c1nc(C2CCNCC2)oc1-c1ccccc1,.,.,.,-21,12%,.,-1%,.,-1%
COc1ccc(CCNC(=O)CSc2nnc(CNC(=O)c3cccs3)o2)cc1OC,1%[9.22 µM],2%,4%,41,19%,-4%,0%,i,-2%
COc1cccc(NS(=O)(=O)c2ccc3[nH]cc(C(=O)NCCc4ccccc4)c(=O)c3c2)c1,.,.,7%,.,-17%,-25%,.,i,.
O=C(c1ccco1)N1CCN(C(=O)C2CC(c3ccc(Cl)cc3)=NO2)CC1 (stereo unspecified),-5%,3%,-11%,-8,1%,-20%,0%,i,0%
O=C(COC(=O)CNS(=O)(=O)c1cccc(Br)c1)Nc1ccccc1Sc1ccccc1,2%,11%,-5%,0,-7%,-6%,8%,i,17%

# Screening data: PubChem BioAssay, National Center for Advancing Translational Sciences (NCATS)
